High-throughput results as filed in PubChem.
FBW7 activator: FBW7 E3 ligase activators, primary screen, biochemical, AlphaScreen, human; F-box/WD repeat-containing protein 7 (Homo sapiens), Q969H0; normalized activity (activation), % at 26.1 µM; AlphaScreen FBW7–phospho-cyclin E peptide binding, activator screen; 650,000 tested, 0.13% active; AID 1259310, 2017; in the data active = normalized activity above about 1.9%;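 also: purified mutant Fbw7 with reduced substrate affinity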
Target sequence (Q969H0 whole entry, looked up): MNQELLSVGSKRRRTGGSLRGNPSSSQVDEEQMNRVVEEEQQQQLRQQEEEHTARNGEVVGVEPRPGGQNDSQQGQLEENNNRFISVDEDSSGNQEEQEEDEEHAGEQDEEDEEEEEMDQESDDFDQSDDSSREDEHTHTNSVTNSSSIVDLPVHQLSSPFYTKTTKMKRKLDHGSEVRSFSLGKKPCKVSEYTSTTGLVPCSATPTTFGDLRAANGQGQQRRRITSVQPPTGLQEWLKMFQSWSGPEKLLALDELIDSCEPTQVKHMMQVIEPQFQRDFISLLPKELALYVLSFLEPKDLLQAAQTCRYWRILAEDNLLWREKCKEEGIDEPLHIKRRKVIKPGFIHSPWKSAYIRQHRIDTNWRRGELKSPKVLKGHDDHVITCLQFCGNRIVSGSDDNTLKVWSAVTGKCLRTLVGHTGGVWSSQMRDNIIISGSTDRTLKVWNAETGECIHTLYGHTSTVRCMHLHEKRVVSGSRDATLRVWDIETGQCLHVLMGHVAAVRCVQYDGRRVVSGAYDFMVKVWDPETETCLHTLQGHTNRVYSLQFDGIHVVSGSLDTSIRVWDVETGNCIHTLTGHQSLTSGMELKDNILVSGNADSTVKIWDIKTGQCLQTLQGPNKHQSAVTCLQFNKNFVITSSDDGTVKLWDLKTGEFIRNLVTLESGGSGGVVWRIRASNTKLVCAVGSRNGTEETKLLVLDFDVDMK
MITF primary: MITF inhibitors, primary screen, biochemical, AlphaScreen, human; AID 1259374, 2018; inhibition, % at 2.6 µM; 650,000 tested, 0.91% active; AlphaScreen MITF homodimerization, bead proximity signal; in the data active = inhibition above about 50%;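 also: 0% = vehicle wells with protein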
TEAD-YAP inh: TEAD-YAP interaction inhibition, primary screen, TEAD-YAP interaction inhibitor project, luminescence, HEK-TIYL cells | TEAD-Gal4/YAP UAS-luciferase luminescence | AID 1259422, 2018 | inhibition, % at 9.12 µM | 640,000 tested, 1.4% active; in the data active = inhibition above about 32%;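 also: 0% = median of test compound wells and 100% = reference inhibitor wells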
GPR151 activ: activators of human GPR151, primary screen, cell-based, PathHunter beta-arrestin, luminescence; activation, % at 11.2 µM; 650,000 tested, 1% active; PathHunter beta-arrestin GPR151 cells; AID 1508602, 2020; in the data active = activation above about 4.9%;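 also: 0% = median of compound wells and 100% = cells with positive control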
Target sequence (Q8TDV0 whole entry, looked up): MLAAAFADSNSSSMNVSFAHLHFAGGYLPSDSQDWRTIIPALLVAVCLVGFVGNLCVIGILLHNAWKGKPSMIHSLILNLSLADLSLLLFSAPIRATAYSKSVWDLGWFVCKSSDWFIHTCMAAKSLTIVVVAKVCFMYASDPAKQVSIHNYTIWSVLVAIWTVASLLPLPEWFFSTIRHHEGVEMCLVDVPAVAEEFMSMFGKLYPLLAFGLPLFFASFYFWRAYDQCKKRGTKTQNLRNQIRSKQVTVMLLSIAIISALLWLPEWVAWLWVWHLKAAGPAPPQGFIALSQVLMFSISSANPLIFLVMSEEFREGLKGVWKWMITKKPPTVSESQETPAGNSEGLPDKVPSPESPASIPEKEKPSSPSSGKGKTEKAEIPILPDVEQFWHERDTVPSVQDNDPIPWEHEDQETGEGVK
* hit, by the source's call.

Values run as follows: FBW7 activator	MITF primary	TEAD-YAP inh	GPR151 activ
CN1C(=O)CSc2ccc(NC(=O)NCCC3=CCCCC3)cc21
    0.4	13.9	0.2	-0.9
Cn1c(CC(=O)NNC(=S)NC2CCCCC2)nc2ccccc21
    -0.2	31.8	6.2	-0.3
O=c1oc2cc([N+](=O)[O-])ccc2n1CNC1CCCCC1
    0.2	23.1	2.3	-0.3
O=[N+]([O-])c1ccccc1N=c1oc2ccc3ccccc3c2cc1-c1nc2ccccc2s1
    0.3	10.7	12.1	0.1
Cc1cc(C2C(C#N)=C(N)N(N(C)C)C3=C2C(=O)CCC3)c(C)s1 (stereo not given)
    -0.3	2.6	-7.3	0.7
O=[N+]([O-])CC(c1cccs1)c1c[nH]c2ccccc12 (stereo not given)
    -0.2	6.7	3.5	4.5
COc1ccc(N2CCN(S(=O)(=O)c3ccc(Br)s3)CC2)cc1
    -0.1	13.4	7.9	0.1
Cn1nc(C(=O)OC/C(O)=C(\C#N)c2nc3ccccc3[nH]2)c2ccccc2c1=O
    -0.2	9.4	1.5	-1.0
CC1(C)O[C@H]2OC(C(=O)NCCC(=O)Nc3nccs3)[C@@H]3OC(C)(C)O[C@@H]3[C@H]2O1 (stereo not given in full)
    0.1	9.9	10.6	0.6
O=C(Nc1ccc(-c2ccn[nH]2)cc1)C1CCCN(Cc2ccc(F)cc2)C1 (stereo not given)
    -0.1	-1.1	6.7	0.0
CCC(C)NC(=O)C1CCN(C(=O)c2cc3sccc3n2C)CC1 (stereo not given)
    1.4	15.4	-2.4	0.8
Cc1[nH]c(=O)[nH]c(=O)c1CC(=O)O
    0.0	2.3	1.1	0.8
Cc1cccc(CCNC(=O)Cc2noc3ccccc23)c1
    -0.2	6.7	-17.4	-2.9
Cc1cccc(NC(=O)C2(c3cccs3)CCOCC2)n1
    0.0	8.6	-5.8	0.0
Nc1cccc(-c2nc3ccc(C(=O)NCCO)cc3s2)c1
    0.0	10.1	-20.2	-3.9
O=C(CSc1nnnn1-c1ccccc1F)NCc1ccc2c(c1)OCO2
    0.0	0.5	-2.8	1.8
NC(=O)c1cc2c(ccc3ccccc32)oc1=Nc1cc(C(F)(F)F)ccc1N1CCCCC1
    0.1	12.5	3.6	-0.7
Cc1cc(S(=O)(=O)NC2CCN(Cc3ccccc3)CC2)ccc1-n1cnnn1
    0.1	16.5	7.2	-0.4
Nc1nc(N)nc(-c2ccccc2-c2nc(N)nc(N)n2)n1
    0.1	8.8	3.5	-0.7
N#CC1=C(N)Oc2n[nH]c(-c3ccc([N+](=O)[O-])cc3)c2C12C(=O)Nc1ccccc12 (stereo not given)
    0.0	5.9	14.5	2.8
COc1cc(C(=O)Nc2nc(-c3ccc(C)cc3)c(C)s2)c(Br)c(OC)c1OC
    0.0	9.4	0.9	-0.6
NNC(=O)CNC(=O)COc1ccc(Cl)cc1Cl
    -0.1	2.1	4.8	1.3
COc1ccccc1CNCCCCCCNCCCCCCCCNCCCCCCNCc1ccccc1OC
    -0.3	-19.0	4.3	2.0
Cc1ccc(C(=O)O)cc1-c1ccc(/C=C2/SC(=O)NC2=O)o1
    -0.3	7.6	-4.6	0.9
O=C1c2ccc(S(=O)(=O)c3ccc4c(c3)C(=O)N(c3c[nH]c(=O)[nH]c3=O)C4=O)cc2C(=O)N1c1c[nH]c(=O)[nH]c1=O
    -0.1	10.3	-0.4	-0.2
COc1ccc(N2C(=O)c3ccccc3NC2c2ccc(O)c(OC)c2)cc1 (stereo not given)
    0.0	-23.9	-24.6	-3.0
O=C(Nc1nnc(-c2ccncc2)o1)c1cc(=O)c2ccccc2o1
    0.4	4.5	11.9	-0.1
Cc1nccn1-c1ccc(NC(=O)C2CCCN(Cc3cc4ccccc4o3)C2)cc1 (stereo not given)
    0.1	9.5	20.5	3.9
Cc1cc(N(CC(=O)Nc2cccc([N+](=O)[O-])c2)S(C)(=O)=O)ccc1Br
    0.5	9.0	11.4	-1.4
Cc1cccc(-n2c(SCC(=O)O)nc3ccccc3c2=O)c1
    0.0	19.3	-26.7	-1.4

The listing continues:
Values run as follows: FBW7 activator	MITF primary	TEAD-YAP inh	GPR151 activ
COc1ccc(N(C)C(=O)Cn2ncc3c2-c2cc(C)ccc2OC3)cc1
    -0.3	-3.7	-1.7	0.3
C=CCn1c(SCC(=O)Nc2c(C)cccc2C)nnc1-c1ccc2[nH]c(C)c(C)c2c1
    0.1	6.7	-1.1	2.2
CC(=O)c1ccc(N2CC(O)=C(c3ccccc3)C2=N)cc1
    0.9	11.5	-26.3	0.7
CNC(=O)CC1C(=O)N(c2ccc(OC)cc2)C(=S)N1NC(=O)c1cccc(F)c1 (stereo not given)
    -0.1	-2.3	-6.3	1.5
CCOc1ccc(-c2[nH]ncc2CNCc2ccc(C)o2)cc1Cl
    -0.2	1.8	2.0	-0.4
COc1ccc(/C=C2\SC(=Nc3cccc(C)c3C)NC2=O)c(OC)c1
    0.0	3.9	6.2	1.0
CC1CCCCN1S(=O)(=O)c1cc(Br)ccc1Br (stereo not given)
    0.1	-13.2	-9.0	0.2
Cc1ccc(-n2nc(C)c3c(C)cc(=O)[nH]c32)cc1
    0.3	7.9	-9.4	-0.7
COC(=O)N/N=C/c1c(C)c(C(=O)c2ccc(F)cc2)n2ccccc12
    0.2	14.5	14.8	-0.4
Cc1cccc(C)c1NC(=O)C(=O)NC1CCCC1
    0.9	6.5	-17.8	3.1
Cc1ccccc1NCC(O)Cn1c2ccc(Cl)cc2c2cc(Cl)ccc21 (stereo not given)
    0.1	14.6	-11.4	1.1
Cc1ccccc1CN1CCc2nnc(C(NC(=O)c3ccoc3)C(C)C)n2CC1 (stereo not given)
    0.0	-7.2	-0.7	0.1
COc1cc(OC)cc(C2NS(=O)(=O)N=C2N)c1 (stereo not given)
    0.0	2.2	8.8	3.1
CCCCN1/C(=C/c2cccc[n+]2C)Sc2cc(NC(C)=O)ccc21
    0.3	25.6	6.4	1.0
COc1cc(/C=C2/C(=N)N3N=C(C)SC3=NC2=O)cc(Br)c1OCCOc1cc(C)cc(C)c1
    0.1	-3.8	2.2	2.5
COc1ccc(C2CC(c3cccs3)=NN2C(=O)CSc2nnc(CNC(=O)c3ccccc3)n2-c2cccc(Cl)c2)cc1 (stereo not given)
    0.5	-2.7	8.5	-0.4
CCOc1ccccc1C(=O)NCC(=O)NN
    -0.2	0.3	-7.4	2.5
O=C1NC(=S)N(c2ccccc2)C(=O)/C1=C\c1cccc(O)c1
    0.1	26.0	9.3	-1.9
Cn1c(=O)oc2cc(S(=O)(=O)NC3CCCCCC3)ccc21
    0.0	7.7	-2.6	-0.7
COc1ccc(OCC(=O)Nc2ccc3oc(-c4ccccc4F)nc3c2)cc1
    -0.1	6.4	-30.6	-0.1
CC(C)CNCc1ccc(-c2ccccc2F)o1
    -0.1	1.9	-23.7	-0.3
O=C(CN1C(=O)N/C(=C\c2ccc(Cl)cc2)C1=O)Nc1cccc(C(F)(F)F)c1
    -0.4	6.4	11.4	0.0
COc1ccc(C2Nc3ccccc3C(=O)N2NS(=O)(=O)c2ccccc2)cc1OC (stereo not given)
    0.1	15.1	-0.7	-0.6
CC(C)S(=O)(=O)NCc1nnc2n1CCN(Cc1ccccc1O)CC2
    0.0	-3.9	3.8	0.8
O=C(Cn1c2c(c(-c3ccccc3)cc1=O)CCCC2)N1CCCCCC1
    0.5	15.7	-8.4	-1.3
COc1ccc(OC)c(CCNC(=O)CCc2cn(C)c3ccccc23)c1
    0.3	10.9	-3.7	-1.6
COc1ccccc1NC(=O)C1=C(C)NC(SCC(=O)Nc2cc(C)ccc2C)=C(C#N)C1c1ccco1 (stereo not given)
    1.0	24.8	8.0	-0.2
CCOc1ccc(NC(=O)C/C(C)=N/NC(=O)C(=O)NCCO)cc1
    0.0	2.0	-1.3	3.8
CCOC(=O)C1=C(C)N=c2s/c(=C\c3ccccc3OCc3ccccc3)c(=O)n2C1c1ccc(Cl)cc1 (stereo not given)
    -0.1	7.5	-7.0	-0.3
COc1cccc(N2C(=O)NC(=O)/C(=C\c3ccc(O)cc3)C2=O)c1
    0.0	21.7	-3.8	0.3

4 of these compounds in another layout:
compound | FBW7 activator | MITF primary | TEAD-YAP inh | GPR151 activ
COC(=O)N/N=C/c1c(C)c(C(=O)c2ccc(F)cc2)n2ccccc12 | 0.2 | 14.5 | 14.8 | -0.4
Cc1cccc(C)c1NC(=O)C(=O)NC1CCCC1 | 0.9 | 6.5 | -17.8 | 3.1
Cc1ccccc1NCC(O)Cn1c2ccc(Cl)cc2c2cc(Cl)ccc21 (stereo not given) | 0.1 | 14.6 | -11.4 | 1.1
Cc1ccccc1CN1CCc2nnc(C(NC(=O)c3ccoc3)C(C)C)n2CC1 (stereo not given) | 0.0 | -7.2 | -0.7 | 0.1

More entries
Values run as follows: FBW7 activator	MITF primary	TEAD-YAP inh	GPR151 activ
CN(C)CCOC(=O)C12CC3CC(C1)CC(C(=O)OCCN(C)C)(C3)C2
    0.3	9.1	4.4	-0.4
COCCNC(=O)CCn1nc(-c2ccc(C)cc2)ccc1=O
    -0.2	0.8	-14.6	0.4
OCCN1CCN(c2cc(-c3ccc(F)cc3)nc(-c3cccnc3)n2)CC1
    0.1	5.8	-9.9	1.8
Cc1ccc(NC(=O)C2CCCN(S(=O)(=O)c3ccc4c(c3)oc(=O)n4C)C2)cc1C (stereo not given)
    0.9	8.5	6.2	-0.6
CCN(CC)S(=O)(=O)c1ccc2c(c1)N(C)C(=O)CC(=O)N2C
    0.4	3.9	-0.1	-1.3
CCc1cccc2c(C#N)cn(CC(=O)N3CCC(C)CC3)c12
    0.2	4.3	-10.1	2.0
O=C(CCn1cncn1)N1CCC(c2ccncc2)CC1
    0.0	13.3	6.3	-0.7
COc1ccccc1N1CC(=O)N/C1=N\c1nc(C)cc(C)n1
    0.1	3.5	-1.7	-0.1
OC(CC#CCN1CCCC1)(c1ccccc1)c1ccccc1
    0.3	-1.8	-12.8	0.4
O=C(Nc1ccc(O)cc1C(=O)O)c1cccc(Br)c1
    -0.1	11.5	2.4	-4.0
COc1ccc(/C=C2\Cc3ccccc3C2=O)c(OC)c1
    -0.1	5.6	-51.1	-0.2
O=C(CCc1csc(NC(=O)c2ccc(Cl)cc2)n1)NCc1ccccc1Cl
    0.3	16.6	16.7	1.6
CC(=O)Nc1ccc(NC(=O)c2cccc3c2C(=O)c2ccccc2-3)cc1
    0.8	2.1	-18.9	-0.1
O=[N+]([O-])c1ccc(NS(=O)(=O)c2ccc(Br)cc2)cc1
    -0.1	0.5	4.0	1.5
O=C(COc1ccc(Cl)cc1)n1nnc2ccccc21
    0.0	10.0	-4.8	0.3
CCOC(=O)N1CCN(S(=O)(=O)c2cccc3nsnc23)CC1
    0.2	14.8	2.1	-0.1
CCCC1OC2(C)OC(=N)C(C#N)(C2CCC)C1(C#N)C#N (stereo not given)
    0.1	4.6	19.0	-0.3
O=C1CCCN1CCn1cnc2c(NCc3ccccc3)nc(NCc3ccc4c(c3)OCO4)nc21
    -0.2	4.6	6.5	0.4
COc1ccc(/C=C/c2nc(C#N)c(N3CCN(C(=O)c4cccc(C)c4)CC3)o2)cc1
    -0.1	16.0	8.5	0.2
O=C1c2cc(Cl)c(Cl)cc2C(=O)N1c1ccc(Cc2ccncc2)cc1
    -0.1	14.8	1.5	-2.5
Cc1c(NC(=O)C2(c3cccs3)CCOCC2)c(=O)n(-c2ccccc2)n1C
    -0.1	-9.4	-9.6	4.6
O=C(Cn1cc(C=C2C(=O)NC(=S)NC2=O)c2ccccc21)Nc1ccccc1
    0.1	-16.6	-7.6	2.2
CC(C)C[C@H]1NC(=O)[C@H]2CN(C(=O)Oc3cccc4ccccc34)CCN2C1=O
    0.2	18.5	4.7	-1.0
Cc1nn(-c2ccccc2)c2[nH]c(=O)cc(C(=O)NCc3ccccc3)c12
    1.0	13.7	8.3	-0.8
COc1ccccc1CN1CCNC(=O)C1CC(=O)NCCCc1ccccc1 (stereo not given)
    -0.1	-9.6	-4.8	-0.4
CCOC(=O)CNS(=O)(=O)c1cc(-c2nnc(Nc3ccc(OC)cc3)c3ccccc23)ccc1C
    0.1	-22.9	-2.4	-0.1
COc1ccc(-c2nnc(/C=C/c3cccs3)o2)cc1
    0.5	10.0	72.4*	-11.4
Cc1cccc(-c2c3c(nc4c2c(=O)n(C)c(=O)n4C)-c2ccccc2C3O)c1 (stereo not given)
    0.2	16.7	6.4	1.2
c1ccc(C2=NC(c3ccccc3)c3c(ccc4ccccc34)N2)cc1 (stereo not given)
    -0.1	6.8	-23.6	-0.7
O=C(CSc1nc2ccccc2n1CC(=O)N1CCc2ccccc21)N1CCOCC1
    0.3	25.1	0.3	-2.0

(next part)
Values run as follows: FBW7 activator	MITF primary	TEAD-YAP inh	GPR151 activ
CCOc1ccc(NC(=O)CSc2ccc3nnc(-c4ccc(OC)cc4)n3n2)cc1
    0.2	5.2	0.9	-0.6
CCCCCCOC(=O)/C=C/c1c(C)[nH]c(=O)[nH]c1=O
    -0.1	0.0	-0.3	1.9
Cc1nnc(Sc2cc(C(=O)NCCCOC(C)C)c3ccccc3n2)s1
    1.0	13.7	5.8	0.1
COCCn1c(=S)[nH]c2cc3ccccc3cc2c1=O
    0.6	3.8	-6.3	-1.1
COCCN1CC2=C(C1=O)C(c1cccc(F)c1)NC(=O)N2 (stereo not given)
    0.0	1.6	-0.8	0.8
CCC(C)(CC(=O)O)CC(=O)N1CCC2(CC1)OCCc1c2[nH]c2ccc(OC)cc12 (stereo not given)
    -0.3	12.6	-2.9	-1.1
